Mdm2 MdmX PPI: inhibitors of human Mdm2-MdmX association, primary screen, cell-based, luminescence, split luciferase, SaOS-2, uHTS; SaOS-2 split-luciferase Mdm2/MdmX complementation; inhibition, % at 8 µM; actives 3% (n = 330,000);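 active = inhibition of at least 50% at 8 µM in the primary screen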
Gli-Sufu antag: Gli-Sufu pathway antagonists, primary screen, luciferase luminescence, Sufu-KO-LIGHT cells, uHTS; Sufu-KO-LIGHT fibroblasts, Gli luciferase reporter luminescence; inhibition, % at 5 µM; actives 0.74% (n = 340,000); AID 588413, 2011;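 active = inhibition above about 55%, limit read from the data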;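 also: 0% = DMSO-treated cells and 100% = wells with medium but no cells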
XBP1 UPR activ: activators of adaptive XBP1 UPR arm, primary screen, cell-based, CHO-XBP1 luciferase reporter, luminescence, uHTS. IRE1-XBP1 UPR activation; percent of tunicamycin response, DMSO as zero. activation, % at 20 µM. actives 0.33% (n = 330,000);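 active = versus positive control, 20 µM dose yields 30% or more activation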;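 also: 100% = tunicamycin at 10 µg/mL and 0% = DMSO only wells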
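assay system = CHO-XBP1 luciferase reporter cells | amount = 1000 cells/well | buffer or medium = F12 plus 10% FBS | compound dosing = single point, 20 µM final compound, 1% DMSO | incubation = 16-18 h cell attachment at 37 °C, then 6 h compound exposure | detection = Steady-Glo luminescence read | controls = tunicamycin 10 µg/mL and vehicle-only wells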
Jurkat NFkB inh: inhibitors of induced NF-kB luciferase reporter, primary screen, TCR NF-kB activation inhibitor project, cell-based, luminescence, uHTS; inhibition, % at 4 µM; Jurkat, PMA/ionomycin-induced NF-kB luciferase reporter; actives 0.53% (n = 330,000); in the data active = inhibition above about 50%
EBI2 block: EBI2 receptor antagonists, beta-arrestin recruitment, primary screen, cell-based, luminescence, 7a,25-OHC stimulation, uHTS; G-protein coupled receptor 183 (Homo sapiens), P32249; 7a,25-OHC stimulated; inhibition, % at 5 µM; actives 0.81% (n = 360,000); AID 651636, 2012; in the data active = inhibition above about 38%;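 also: enzyme fragment complementation signal reports receptor beta-arrestin coupling in cells; 0% = agonist plus DMSO wells and 100% = wells without agonist; some results beyond the cut were filed as inactive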
Target sequence (P32249 whole entry, looked up, the tested form may be a part): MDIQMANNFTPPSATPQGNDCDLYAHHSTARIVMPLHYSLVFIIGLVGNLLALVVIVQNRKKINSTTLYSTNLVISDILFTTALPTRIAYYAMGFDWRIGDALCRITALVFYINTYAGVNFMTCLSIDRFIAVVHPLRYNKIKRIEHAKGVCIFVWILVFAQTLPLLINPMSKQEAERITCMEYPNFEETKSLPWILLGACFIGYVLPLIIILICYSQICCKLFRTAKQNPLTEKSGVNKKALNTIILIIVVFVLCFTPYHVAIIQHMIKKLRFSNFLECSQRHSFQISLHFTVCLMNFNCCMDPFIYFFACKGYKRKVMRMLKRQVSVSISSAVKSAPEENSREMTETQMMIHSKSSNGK
CHOP UPR activ: activators of apoptotic CHOP UPR arm, primary screen, cell-based, CHO-CHOP luciferase reporter, luminescence, uHTS; UPR activation; percent of tunicamycin response over DMSO baseline; activation, % at 10 µM; actives 0.34% (n = 330,000); AID 449763, 2010;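 active = at 10 µM dose, activation of 40% or more, normalized to positive control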;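 also: 100% = tunicamycin at 10 µg/mL and 0% = DMSO alone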
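System: CHO CHOP reporter cells. Amount: 500 cells per well. Buffer or medium: F12 medium, 10% FBS. Compound dosing: one dose, 10 µM in 0.5% DMSO. Incubation: 6 h compound exposure at 37 °C after overnight seeding. Technique: Steady-Glo luciferase luminescence. Benchmarks: tunicamycin and DMSO controls.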
CCR6 antagonist: CCR6 receptor antagonists, primary screen, cell-based, CHO-K1, luminescence, beta-arrestin, uHTS. C-C chemokine receptor type 6 (Homo sapiens), P51684. CHO-K1 CCR6 PathHunter beta-arrestin, CCL20-stimulated. inhibition, % at 20 µM. actives 0.49% (n = 340,000);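 active = compounds whose inhibition of the agonist-driven luminescence signal at 20 µM reaches about 50%, limit read from the data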;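 also: cells stimulated with CCL20 at 14 nM final; plate controls were DMSO with CCL20 for no effect and DMSO without agonist for full effect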
Target sequence (P51684 whole entry, looked up): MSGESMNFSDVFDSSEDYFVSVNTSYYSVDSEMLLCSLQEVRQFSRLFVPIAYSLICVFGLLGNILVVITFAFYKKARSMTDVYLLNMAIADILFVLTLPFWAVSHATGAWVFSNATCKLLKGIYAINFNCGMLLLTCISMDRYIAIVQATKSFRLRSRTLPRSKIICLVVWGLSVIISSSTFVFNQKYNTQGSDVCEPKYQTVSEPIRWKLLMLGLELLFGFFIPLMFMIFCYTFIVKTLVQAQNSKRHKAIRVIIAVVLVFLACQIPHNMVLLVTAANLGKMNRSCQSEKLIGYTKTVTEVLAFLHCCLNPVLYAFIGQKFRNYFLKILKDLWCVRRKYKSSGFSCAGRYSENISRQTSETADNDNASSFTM
697 NFkB inh: inhibitors of PMA/ionomycin-induced NF-kB reporter, 697 cells, primary screen, B-cell NF-kB inhibitor project, cell-based, luminescence, uHTS; 697 B-cell NF-kB luciferase reporter, 16 h; inhibition, % at 4 µM; actives 0.33% (n = 330,000); AID 435022, 2010; in the data active = inhibition above about 35%
CXCR6 block: CXCR6 receptor inhibitors, primary screen, cell-based, beta-arrestin, luminescence, CHO-K1 PathHunter, 1536-well; C-X-C chemokine receptor type 6 (Homo sapiens), O00574; inhibition, % at 20 µM; actives 0.36% (n = 360,000); AID 602244, 2012; in the data active = inhibition above about 34%, passing the limit was not always enough;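 also: antagonist mode with CXCL16 agonist at 10 nM final; 0% = 10 nM CXCL16 with DMSO and 100% = unstimulated wells without agonist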
Target sequence (O00574 whole entry, looked up): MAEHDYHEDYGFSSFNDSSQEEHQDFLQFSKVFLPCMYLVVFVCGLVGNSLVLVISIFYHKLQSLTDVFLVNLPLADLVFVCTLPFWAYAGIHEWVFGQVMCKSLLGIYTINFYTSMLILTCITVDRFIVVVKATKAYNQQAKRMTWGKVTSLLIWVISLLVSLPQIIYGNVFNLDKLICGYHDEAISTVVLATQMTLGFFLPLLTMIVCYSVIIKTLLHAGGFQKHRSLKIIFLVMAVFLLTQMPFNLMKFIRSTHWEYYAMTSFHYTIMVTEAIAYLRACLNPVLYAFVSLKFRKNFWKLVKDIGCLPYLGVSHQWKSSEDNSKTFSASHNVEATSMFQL
Numbers without * were called inactive; nt = no result given. Compounds as they come, and some 5% of all compounds hit somewhere here.

compound	Mdm2 MdmX PPI	Gli-Sufu antag	XBP1 UPR activ	Jurkat NFkB inh	EBI2 block	CHOP UPR activ	CCR6 antagonist	697 NFkB inh	CXCR6 block
O=C(Nc1cccc(S(=O)(=O)N2CCCCC2)c1)c1ccc(Cl)nc1	29	5	-2	2	-21	-1.3	-1	-10	-14
CCOC(=O)N/N=C/C=C/c1ccccc1	-24	-27	0	-45	-2	4.5	-10	-2	8
Cc1c(C)n(C)c2ccc(C(=O)NCCCN3CCCC3)cc12	5	41	-2	-19	-7	-1.2	3	-54	0
Cc1ccc(S(=O)(=O)N(C)c2c(C)ccc(S(N)(=O)=O)c2C)cc1	-30	4	-3	-5	-6	1.6	15	24	6
Cc1ccc2oc(C(=O)NCc3ccc4c(c3)OCO4)c(C)c2c1	17	1	1	-7	-5	-0.4	18	-4	-7
Cc1nc(SCC(O)CCl)c([N+](=O)[O-])[nH]1 (configuration not stated)	-20	-6	-1	-5	-1	-0.1	-4	-7	9
Cc1nn(C(C)C(=O)NCCc2cccs2)c(=O)c2nn(-c3ccccc3)c(C)c12 (configuration not stated)	13	2	-2	-3	-4	-1.0	15	-11	8
CCOC(=O)C1CCCCN1Cc1ccc(OC)c(OC)c1 (configuration not stated)	-4	1	2	0	-6	1.0	9	-2	11
Cc1ccc(Cn2ncc3c(N4CCN(CC#N)CC4)ncnc32)cc1	-2	19	0	12	-5	-0.1	8	2	3
CSc1ccc(S(=O)(=O)N(C)Cc2ccccc2)cc1	-6	3	-1	4	-8	0.0	18	17	-3
N#C/C(N)=C(/C#N)N=Cc1cccc(Cl)c1	21	4	0	-3	7	2.8	20	8	7
COc1ccc(-n2nnnc2S(=O)(=O)CC(=O)N2CCCCC2)cc1	97*	6	-10	15	43*	-8.6	47	39*	48*

Taken from above.
`Cc1nc(SCC(O)CCl)c([N+](=O)[O-])[nH]1` (configuration not stated) in Mdm2 MdmX PPI → -20
`Cc1ccc(Cn2ncc3c(N4CCN(CC#N)CC4)ncnc32)cc1` in CCR6 antagonist → 8
`Cc1c(C)n(C)c2ccc(C(=O)NCCCN3CCCC3)cc12` in CHOP UPR activ → -1.2

(cont.)
compound	Mdm2 MdmX PPI	Gli-Sufu antag	XBP1 UPR activ	Jurkat NFkB inh	EBI2 block	CHOP UPR activ	CCR6 antagonist	697 NFkB inh	CXCR6 block
COCCNc1oc(/C=C/c2ccc(F)cc2)nc1S(=O)(=O)c1ccccc1	-10	-4	0	9	4	2.5	6	-7	4
Cc1nonc1N1CCN(Cc2cn[nH]c2-c2ccc(F)cc2F)CC1	11	11	-1	1	2	0.2	3	2	4
CCCC(=O)n1nc(-c2ccccc2)nc1N	14	4	1	-17	-3	-0.6	-17	-33	-18
C[C@H](CO)N1C[C@H](C)[C@@H](CN(C)C(=O)Nc2ccc(C(F)(F)F)cc2)Oc2ccc(NS(=O)(=O)c3ccccc3)cc2C1=O	5	nt	-4	6	-1	-1.9	16	20	-2
Cn1ccnc1SCC(=O)Nc1cc(S(=O)(=O)N2CCOCC2)ccc1Cl	-3	-5	0	5	-2	2.0	13	16	0
COc1ccc(S(=O)(=O)NCCC(C)C)cc1C	6	0	-1	-9	-17	-0.5	4	1	3
CN1CCCC(OC(=O)c2ccc3c(c2)OCCO3)C1 (configuration not stated)	nt	-1	nt	nt	2	nt	2	nt	-7
CCOC(=O)Cc1ccc(NC(=O)c2cccc([N+](=O)[O-])c2)cc1	-7	-13	10	-15	-6	2.6	-32	6	2
O=C(OCC(=O)N1CCCC1)c1cnc(Cl)c(Cl)c1	-11	12	-3	8	-1	1.6	-12	13	6
O=C1NC(c2ccccc2)CCC1(Cl)Cl (configuration not stated)	7	-13	-1	11	-13	2.6	-2	4	-4
COc1ccc(N2CCN(C(=O)Cn3c(=O)c4cccn4c4cccnc43)CC2)cc1	25	4	-4	4	-6	0.4	11	-10	-9
O=C(OCc1ccc(COC(=O)c2cccnc2Cl)cc1)c1cccnc1Cl	4	1	2	-18	-4	-1.1	18	-22	-14
NN/C(=C\[N+](=O)[O-])Nc1ccc(Cl)cc1	0	2	2	-27	13	-0.9	-14	-40	-2
CCOc1ccccc1N(CC(=O)OC)S(C)(=O)=O	15	3	-1	-4	-10	-0.7	7	16	-5
CCn1cc(CNC(=O)c2ccc3nc(Cc4ccc(OC)cc4)oc3c2)cn1	-26	19	-10	4	-6	-0.2	20	-56	-4
O=C(Nc1nc(-c2ccccc2)cs1)C1CCCCN1S(=O)(=O)c1ccc(Cl)cc1 (configuration not stated)	33	0	7	2	2	-0.1	-20	-7	-2
Cc1ccc2nc(/C(C#N)=C/c3ccccc3C(=O)O)[nH]c2c1	2	0	-4	7	4	0.3	7	4	-4
Cc1ccc(C)c(S(=O)(=O)Nc2cc3c4c(c2)CC(=O)N4CCC3)c1	5	7	0	17	5	-0.6	7	-8	5
Cc1cccc(NC(=O)NNC(=O)c2ccccn2)c1	10	-4	0	11	6	2.2	-8	9	-17
COc1ccc(C(=O)Nc2nc3ccccc3[nH]2)cc1	56*	-83	-14	-28	1	-6.8	27	-128	-11
O=c1[nH]cnc2ccsc12	1	3	-1	6	-7	-0.2	9	24	-1
O=C(COC(=O)[C@@H]1CCCN1S(=O)(=O)c1ccc(Cl)cc1)NC12CC3CC(CC(C3)C1)C2	-4	0	-1	-1	1	1.5	10	-17	10
COCC(C)NCc1cccc2ccccc12 (configuration not stated)	-4	-9	3	1	4	1.3	0	9	-8
CCCn1cc(CN2CCC(C(=O)Nc3cccc(-c4cscn4)c3)CC2)c(C)n1	19	-8	0	12	3	0.5	19	-22	-5
CCc1nnc(NC(=O)Cn2nc(-c3ccccc3OC)ccc2=O)s1	-9	3	-1	-24	-5	-0.7	-25	3	1
Cc1ncc(C(=O)O)c(C(=O)O)c1N	6	-3	-2	11	-8	-0.3	-5	11	-2
COc1ccc2oc(C(=O)Nc3nnc(C)s3)c(C)c2c1	-73	-56	-6	-67	0	-4.9	-9	-151	3
O=C(C1CCN(c2nnc(N3CCCC3=O)s2)CC1)N1CCN(c2cccc(C(F)(F)F)c2)CC1	-1	7	-4	25	-3	2.1	-12	-62	-10
CCOc1c(C(=O)CC)cc2c(C)cc(=O)oc2c1C	-15	-15	1	7	-21	1.4	7	5	1
CC1(c2ccco2)NC(=O)NC1=O (configuration not stated)	-7	-2	-2	-21	-1	-0.8	11	1	2
O=C(Nc1ccnn1C1CCN(C2CCC2)CC1)c1ccccc1Cl	-8	-1	-2	17	4	0.6	15	-5	-4
CCOc1ccc(Oc2cc(N)cc([N+](=O)[O-])c2)cc1	0	-12	3	-18	2	0.0	9	3	7
Cn1cccc1C(=O)N1CCN(S(=O)(=O)c2ccccc2)CC1	-20	-2	0	13	7	0.0	6	3	-8
COc1cc2c(c(OC)c1OC)CCc1cnoc1-2	15	-3	-4	-27	-2	-0.3	-12	-26	-11
Cc1nn(C)c(C)c1/C=C1/SC(=S)NC1=O	6	-24	-3	5	-9	-1.1	9	11	7
O=C(N=NC(=O)c1ccco1)c1ccc2c(O)n(N3C(=O)c4ccccc4C3=O)c(O)c2c1	-11	-7	-2	-14	8	0.1	-7	-20	-10

Compound profiles, as listed above. Screens in order: Mdm2 MdmX PPI	Gli-Sufu antag	XBP1 UPR activ	Jurkat NFkB inh	EBI2 block	CHOP UPR activ	CCR6 antagonist	697 NFkB inh	CXCR6 block
CCOc1ccc(Oc2cc(N)cc([N+](=O)[O-])c2)cc1 in the list: 0	-12	3	-18	2	0.0	9	3	7
CCc1nnc(NC(=O)Cn2nc(-c3ccccc3OC)ccc2=O)s1 in the list: -9	3	-1	-24	-5	-0.7	-25	3	1

The list continues.
compound	Mdm2 MdmX PPI	Gli-Sufu antag	XBP1 UPR activ	Jurkat NFkB inh	EBI2 block	CHOP UPR activ	CCR6 antagonist	697 NFkB inh	CXCR6 block
CCN(CC)C(=O)Cn1cnc2sc(C)c(S(=O)(=O)N3CCC(C)CC3)c2c1=O	5	-8	-3	-5	-2	0.9	5	1	1
C#Cc1ccc([C@H]2C=C(C(=O)NCc3ccccc3)O[C@@H](OCc3ccc(CO)cc3)C2)cc1	19	18	-5	4	8	2.7	11	-2	2
O=C1CC(N2CCN(Cc3ccc4c(c3)OCO4)CC2)C(=O)N1c1cccc(Cl)c1 (configuration not stated)	-7	1	-4	-1	-5	-3.4	4	18	1
CCOc1ccc(-c2nnc(Nc3ccc(OC)c(C(=O)N4CCCCC4)c3)c3ccccc23)cc1	38	35	-2	-9	13	4.6	11	-22	7
COCCn1nnnc1C(c1cccc(OC)c1OC)N1CCN(C2CCCCC2)CC1 (configuration not stated)	11	5	0	3	-12	1.9	6	8	-6
Cc1cccc(C)c1NC(=S)N(CCN1CCCCCC1)Cc1ccco1	-1	52	-3	10	10	0.1	14	5	10
Cc1ccc(-c2nc3ccccc3nc2-c2ccccc2)cc1	18	12	-3	10	6	2.8	13	6	4
Cn1nc(SCc2ccccc2)c(=O)n(C(c2ccccc2)c2ccccc2)c1=O	nt	-18	nt	nt	10	nt	16	nt	-4
CN(Cc1ccccc1)C(=O)c1cc2ccccc2o1	9	-21	5	-61	38	3.0	14	-60	2
[O-]/C(=C(\C(=S)Nc1ccc(Cl)cc1)[n+]1ccccc1)c1ccc(OC(F)F)cc1	-1	10	3	2	11	0.4	14	9	16
O=C(O)Cc1sc(-c2cccnc2)nc1-c1ccc(Br)cc1	-13	16	-4	17	6	4.0	6	15	-2
Cc1cc(C)c(OCCN(C)Cc2ccccc2)c(Br)c1	-4	19	1	-9	5	0.6	15	23	6
Cc1cc(C)c(S(=O)(=O)N2CCN(c3ccccn3)CC2)c(C)c1	16	-2	18	6	-8	-0.2	11	8	-10
Cc1cccc(NC(=O)CN2C(=O)N/C(=C/c3ccc(C)s3)C2=O)c1	8	-11	2	-1	6	3.9	15	-17	-7
CCOCCN1CCN(C(=O)CN2CCCC2=O)CC1	-5	-1	-2	5	-2	0.4	-3	-2	-10
CCSc1nnc(COc2ccccc2)n1CC	13	14	-3	3	-8	2.1	6	-5	5
C/C(CC(=O)Nc1ccc2ccccc2c1)=N\NC(=O)c1cnccn1	12	17	-2	-16	-3	1.8	6	8	4
COc1ccc(CN2CCC(n3nccc3NC(=O)CCCc3ccccc3)CC2)cc1C	33	41	-5	4	6	1.7	13	-7	3
COc1cccc(NC(=O)N2CCCC2C(=O)NC2CCCCC2)c1 (configuration not stated)	-7	-18	-1	22	-7	0.1	3	18	-3
Cc1oc(-c2ccc(Cl)cc2)nc1CN1CCCC(C(=O)NCCCN2CCCC2=O)C1 (configuration not stated)	25	1	0	3	-1	-0.6	3	-4	-4
Cc1c(C#N)c2ncn(Cc3ccccc3)c(=O)c2n1-c1ccccc1	17	9	-2	-4	-5	-1.0	-5	-3	4
CC(=NC(C)C)C1=C(O)C(C)OC1=O (configuration not stated)	3	1	-2	-1	-1	-0.5	-9	15	-10

Screens deposited in PubChem by Sanford-Burnham Center for Chemical Genomics.
